Source: PubChem BioAssay
Pf apPOL inh = Pf-apPOL DNA polymerase inhibition; Recombinant Pf-apPOL, molecular beacon fluorescence, 1.5 h; inhibition, % at 10 µM; 210,000 compounds, 0.25% hits
mHTT-CaM PPI inh = mHTT-calmodulin interaction abrogation; 190,000 compounds, 3.6% hits; AID 1671202; AlphaScreen His-mHTT/GST-CaM binding, luminescence; P42858; inhibition, % at 15 µM;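 note: 0% = both proteins with DMSO and 100% = one protein alone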
Target sequence (P42858 whole entry, looked up, stated change not applied): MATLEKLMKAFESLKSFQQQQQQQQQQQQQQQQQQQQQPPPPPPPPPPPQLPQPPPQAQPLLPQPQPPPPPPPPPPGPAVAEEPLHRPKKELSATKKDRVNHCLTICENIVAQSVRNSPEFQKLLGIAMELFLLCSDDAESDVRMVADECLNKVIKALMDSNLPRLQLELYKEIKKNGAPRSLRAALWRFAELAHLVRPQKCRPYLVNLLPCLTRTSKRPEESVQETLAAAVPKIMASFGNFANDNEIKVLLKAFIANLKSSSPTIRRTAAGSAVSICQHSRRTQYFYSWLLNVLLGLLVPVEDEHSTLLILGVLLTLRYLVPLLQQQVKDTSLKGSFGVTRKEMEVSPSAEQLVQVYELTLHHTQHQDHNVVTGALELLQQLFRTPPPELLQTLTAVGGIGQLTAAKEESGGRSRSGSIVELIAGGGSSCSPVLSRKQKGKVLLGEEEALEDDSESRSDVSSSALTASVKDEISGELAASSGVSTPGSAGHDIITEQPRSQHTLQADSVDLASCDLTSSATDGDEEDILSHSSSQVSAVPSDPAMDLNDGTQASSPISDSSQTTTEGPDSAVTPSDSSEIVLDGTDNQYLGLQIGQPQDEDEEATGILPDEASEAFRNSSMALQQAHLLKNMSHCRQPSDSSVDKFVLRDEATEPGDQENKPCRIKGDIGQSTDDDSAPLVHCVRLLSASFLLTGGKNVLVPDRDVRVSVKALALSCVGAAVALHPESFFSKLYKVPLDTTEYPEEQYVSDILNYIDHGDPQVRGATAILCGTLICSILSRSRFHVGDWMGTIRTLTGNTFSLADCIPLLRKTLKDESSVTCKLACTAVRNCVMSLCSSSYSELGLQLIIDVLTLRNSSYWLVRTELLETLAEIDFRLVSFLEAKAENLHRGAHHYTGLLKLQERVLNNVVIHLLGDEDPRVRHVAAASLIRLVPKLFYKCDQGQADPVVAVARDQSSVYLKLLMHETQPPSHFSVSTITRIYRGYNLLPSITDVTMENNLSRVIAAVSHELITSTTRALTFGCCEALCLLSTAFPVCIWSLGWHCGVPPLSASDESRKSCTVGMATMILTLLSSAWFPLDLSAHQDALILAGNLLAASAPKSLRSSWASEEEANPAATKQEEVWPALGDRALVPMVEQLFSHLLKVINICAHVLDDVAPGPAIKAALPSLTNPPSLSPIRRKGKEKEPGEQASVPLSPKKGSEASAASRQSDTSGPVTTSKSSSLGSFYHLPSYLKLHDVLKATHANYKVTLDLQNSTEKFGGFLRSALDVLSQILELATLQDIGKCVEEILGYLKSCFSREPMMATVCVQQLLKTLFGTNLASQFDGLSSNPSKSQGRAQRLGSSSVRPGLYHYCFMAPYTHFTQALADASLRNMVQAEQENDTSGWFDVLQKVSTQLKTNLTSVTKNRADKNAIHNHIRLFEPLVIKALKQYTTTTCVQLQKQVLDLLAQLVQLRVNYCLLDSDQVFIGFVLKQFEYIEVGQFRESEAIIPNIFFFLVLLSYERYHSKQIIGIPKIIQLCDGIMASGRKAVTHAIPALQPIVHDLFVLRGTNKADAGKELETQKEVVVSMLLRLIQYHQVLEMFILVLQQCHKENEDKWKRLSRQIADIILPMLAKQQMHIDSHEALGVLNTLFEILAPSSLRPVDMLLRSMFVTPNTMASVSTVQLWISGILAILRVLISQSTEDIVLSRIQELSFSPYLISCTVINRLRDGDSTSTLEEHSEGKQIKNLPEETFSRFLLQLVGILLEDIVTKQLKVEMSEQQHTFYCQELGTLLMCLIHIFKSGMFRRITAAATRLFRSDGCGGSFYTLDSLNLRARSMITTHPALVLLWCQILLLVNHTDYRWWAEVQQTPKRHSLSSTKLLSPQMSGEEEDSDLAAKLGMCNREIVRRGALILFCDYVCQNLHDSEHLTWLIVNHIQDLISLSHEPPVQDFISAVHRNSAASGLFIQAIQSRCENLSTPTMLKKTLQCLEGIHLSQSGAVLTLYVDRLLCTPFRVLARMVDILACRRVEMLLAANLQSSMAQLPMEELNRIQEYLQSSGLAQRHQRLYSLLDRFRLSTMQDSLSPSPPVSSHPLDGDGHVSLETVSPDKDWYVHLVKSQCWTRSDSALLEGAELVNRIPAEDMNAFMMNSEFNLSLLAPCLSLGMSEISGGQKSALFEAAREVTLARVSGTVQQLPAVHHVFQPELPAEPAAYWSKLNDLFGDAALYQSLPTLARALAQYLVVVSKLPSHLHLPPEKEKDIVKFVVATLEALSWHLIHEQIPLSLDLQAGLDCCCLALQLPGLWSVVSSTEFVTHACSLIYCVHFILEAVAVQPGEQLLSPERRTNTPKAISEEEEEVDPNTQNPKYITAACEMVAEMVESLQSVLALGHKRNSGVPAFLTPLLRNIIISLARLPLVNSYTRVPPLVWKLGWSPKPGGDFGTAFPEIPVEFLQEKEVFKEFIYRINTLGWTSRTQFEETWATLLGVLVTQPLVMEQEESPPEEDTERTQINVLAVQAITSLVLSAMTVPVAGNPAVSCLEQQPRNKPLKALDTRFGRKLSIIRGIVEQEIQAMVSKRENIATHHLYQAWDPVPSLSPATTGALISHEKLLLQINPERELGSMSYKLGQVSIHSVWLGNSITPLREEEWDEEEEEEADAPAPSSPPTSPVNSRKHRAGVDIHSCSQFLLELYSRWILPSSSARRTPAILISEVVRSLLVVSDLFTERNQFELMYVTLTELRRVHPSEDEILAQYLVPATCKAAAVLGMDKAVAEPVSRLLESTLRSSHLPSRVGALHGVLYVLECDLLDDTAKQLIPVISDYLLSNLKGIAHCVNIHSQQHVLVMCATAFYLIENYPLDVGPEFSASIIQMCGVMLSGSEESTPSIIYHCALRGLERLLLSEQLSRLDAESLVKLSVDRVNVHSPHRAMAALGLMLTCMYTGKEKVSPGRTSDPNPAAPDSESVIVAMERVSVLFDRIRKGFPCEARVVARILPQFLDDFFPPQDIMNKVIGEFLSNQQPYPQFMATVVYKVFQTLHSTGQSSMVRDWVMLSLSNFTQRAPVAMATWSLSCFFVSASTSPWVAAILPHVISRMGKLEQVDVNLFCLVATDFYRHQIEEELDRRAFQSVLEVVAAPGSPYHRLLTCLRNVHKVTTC
Numbers without * were called inactive; . = no result given; & = joins results of further samples. Cut-off read from the data, not from the text of the source: active = inhibition above about 50%; inactive = the rest. Only part of the results is shown; count on the stated rates, not on these rows.

SMILES	Pf apPOL inh	mHTT-CaM PPI inh
O=C(c1cccc([N+](=O)[O-])c1)N1CCN(c2cccc(Cl)c2Cl)CC1	-1	74*
c1ccc(CCCN2CCN(Cc3ccco3)CC2)cc1	-20	8
COc1ccc2cc3cc(C(=O)N4CCCCCC4)oc3nc2c1	-2	-7
O=C(NC(NC(=O)c1ccccc1)c1ccc(F)cc1)c1ccccc1	-4	24
COc1ccc(C2C(C(=O)Nc3ccc(C)c(F)c3)c3ccccc3C(=O)N2C)cc1 (stereo not given)	-2	9
Cc1ccc(C(=O)N2CCC(c3nc(-c4ccccc4)no3)C2)s1 (stereo not given)	-4	-6
O=c1oc2cc(Br)ccc2n1CN1CCOCC1	0	-2
COc1ccc(OCc2noc(CNC(=O)NCc3ccc(F)cc3)n2)cc1	-18	-12
CC(Nc1ncnc2c1CCC2)c1cccnc1 (stereo not given)	2	-8
CCc1ccccc1NC(=O)c1ccccc1NC(=O)c1ccco1	-3	-2
CSc1sc(C)cc1C1C(C(=O)Nc2ccccn2)=C(C)NC2=C1C(=O)CC(C)(C)C2 (stereo not given)	1	31
O=C(NCc1cccnc1)C(=O)NC1CCCCNC1=O (stereo not given)	-5&-25	.
COc1ccccc1-c1noc(C2CCCN2C(=O)Nc2ccc(Br)cc2)n1 (stereo not given)	-2	7
CCCNC(=O)c1cnn2c(C)c(Cc3ccccc3Cl)c(C)nc12	-11	20
CCNC(=O)c1cccc(-c2noc(C)n2)c1	-4	1
O=C(NCc1csc(C2CCN(S(=O)(=O)c3ccc(Cl)s3)CC2)n1)C1CC1	-4	-1
Cc1ccc(C(Nc2ccccn2)c2ccc3ccc(C)nc3c2O)cc1 (stereo not given)	-12	72*
CCOCCCNC(=O)N1CCN(Cc2nc3cccnc3n2-c2ccc(C)cc2)CC1	0	25
Cc1cc(C)cc(-n2ccnc(NC(=O)c3cccc(F)c3)c2=O)c1	0	-4
Cc1cccc(C(=O)c2cn[nH]c2-c2ccc(C)cc2O)c1	11	1
COc1ccc(N2C(=O)CSC2c2ccccc2[N+](=O)[O-])cc1 (stereo not given)	-3	6
O=C1CSC(=Nc2ccccc2)N1Cc1ccccc1	-1	-40
COc1ccc([C@H]2C[C@H](O)[C@@H](n3cc(COC(=O)c4ccccc4)nn3)CN2CC2CCCCC2)cc1	-2	69*
CC(=O)NCCc1nc2ccccc2n1CCCOc1cccc2ccccc12	-13	4

21 consecutive entries already listed:
SMILES	Pf apPOL inh	mHTT-CaM PPI inh
O=C(NC(NC(=O)c1ccccc1)c1ccc(F)cc1)c1ccccc1	-4	24
COc1ccc(C2C(C(=O)Nc3ccc(C)c(F)c3)c3ccccc3C(=O)N2C)cc1 (stereo not given)	-2	9
Cc1ccc(C(=O)N2CCC(c3nc(-c4ccccc4)no3)C2)s1 (stereo not given)	-4	-6
O=c1oc2cc(Br)ccc2n1CN1CCOCC1	0	-2
COc1ccc(OCc2noc(CNC(=O)NCc3ccc(F)cc3)n2)cc1	-18	-12
CC(Nc1ncnc2c1CCC2)c1cccnc1 (stereo not given)	2	-8
CCc1ccccc1NC(=O)c1ccccc1NC(=O)c1ccco1	-3	-2
CSc1sc(C)cc1C1C(C(=O)Nc2ccccn2)=C(C)NC2=C1C(=O)CC(C)(C)C2 (stereo not given)	1	31
O=C(NCc1cccnc1)C(=O)NC1CCCCNC1=O (stereo not given)	-5&-25	.
COc1ccccc1-c1noc(C2CCCN2C(=O)Nc2ccc(Br)cc2)n1 (stereo not given)	-2	7
CCCNC(=O)c1cnn2c(C)c(Cc3ccccc3Cl)c(C)nc12	-11	20
CCNC(=O)c1cccc(-c2noc(C)n2)c1	-4	1
O=C(NCc1csc(C2CCN(S(=O)(=O)c3ccc(Cl)s3)CC2)n1)C1CC1	-4	-1
Cc1ccc(C(Nc2ccccn2)c2ccc3ccc(C)nc3c2O)cc1 (stereo not given)	-12	72*
CCOCCCNC(=O)N1CCN(Cc2nc3cccnc3n2-c2ccc(C)cc2)CC1	0	25
Cc1cc(C)cc(-n2ccnc(NC(=O)c3cccc(F)c3)c2=O)c1	0	-4
Cc1cccc(C(=O)c2cn[nH]c2-c2ccc(C)cc2O)c1	11	1
COc1ccc(N2C(=O)CSC2c2ccccc2[N+](=O)[O-])cc1 (stereo not given)	-3	6
O=C1CSC(=Nc2ccccc2)N1Cc1ccccc1	-1	-40
COc1ccc([C@H]2C[C@H](O)[C@@H](n3cc(COC(=O)c4ccccc4)nn3)CN2CC2CCCCC2)cc1	-2	69*
CC(=O)NCCc1nc2ccccc2n1CCCOc1cccc2ccccc12	-13	4

Laid out differently: 2 of the compounds above.
| molecule | Pf apPOL inh | mHTT-CaM PPI inh |
| --- | --- | --- |
| COc1ccc([C@H]2C[C@H](O)[C@@H](n3cc(COC(=O)c4ccccc4)nn3)CN2CC2CCCCC2)cc1 | -2 | 69* |
| CCOCCCNC(=O)N1CCN(Cc2nc3cccnc3n2-c2ccc(C)cc2)CC1 | 0 | 25 |

Other compounds.
SMILES	Pf apPOL inh	mHTT-CaM PPI inh
Cc1ccc(CN2C(=O)c3ccccc3C2C(=O)NCCCN2CCCC(C)C2)cc1 (stereo not given)	-14	-3
Cc1cc(C(=O)Nc2cc(C(F)(F)F)ccc2N2CCCC2)n(C)n1	4	.
CS(=O)(=NS(=O)(=O)c1ccc(Cl)cc1)c1ccccc1 (stereo not given)	-1	.
CCCCOC(=O)Nc1ccccc1C(N)=O	9	-5
CCOc1ccc(CNC(=O)C2CCCN(C(=O)c3cc(C)cc(C)c3)C2)cc1 (stereo not given)	-2	-2
CCN(CC)C(=O)c1c[nH]c2ccc(S(=O)(=O)N(C)c3ccc(F)cc3)cc2c1=O	-9	27
CC(CC(=O)c1cccs1)CC(=O)c1cccs1	-4	-22
O=C(NNc1c(Cl)cccc1Cl)c1ccc([N+](=O)[O-])o1	3	.
COc1cc(Cl)ccc1C(=O)N1CCC(c2nc(CCNC(C)=O)cs2)CC1	1	5
Cc1cc(OCC(=O)Nc2ccccc2[N+](=O)[O-])ccc1Cl	0	5
CCOC(=O)C1C(=O)C=C(c2ccc(OC)cc2)CC1c1ccc(OC)cc1 (stereo not given)	0	-9
CC(=Nc1cccc(Br)c1)c1sc2ccccc2c1O	-2	-15
CN1CCN(C(CNC(=O)COc2ccccc2F)c2cccn2C)CC1 (stereo not given)	-11	-3
O=C1c2ccccc2C(=O)c2c1c(C(=O)N1CCOCC1)c1ccccn21	.	17
CC(=O)N1CCN(c2nc3c(s2)CC(C(=O)Nc2cccc(C(C)C)c2)CC3)CC1 (stereo not given)	-4	41
O=C(Cc1cccs1)Nc1cc(F)c2nc(N3CCOCC3)ccc2c1	0	-6
O=C(c1cc(F)ccc1F)N1CCC(n2nc(-c3ccsc3)ccc2=O)CC1	0	98*
O=C1OC(c2ccccc2Cl)=N/C1=C\c1ccccc1I	15	4
Cc1cc(C)n2nc(SCc3ccc(Cl)cc3)nc2n1	-3	7
CCn1c(=O)c2c(ncn2Cc2ccccc2F)n(-c2cccc(C)c2)c1=O	-1	13
CCC(C)NC(=O)c1cncc(-c2cccc(C(F)(F)F)c2)c1 (stereo not given)	5	-11
CS(=O)(=O)n1nccc1C=Cc1cccs1	-2	.
COc1ccc(N2CCN(C(=O)COc3ccc4ccccc4c3)CC2)nn1	-17	4
Cc1ccc(NCN2C(=O)C3C4C=CC(C4)C3C2=O)cc1C (stereo not given)	-4	8
CCOC(=O)C1CCN(S(=O)(=O)c2ccc(CNC(=O)c3ccc(Cl)cc3)s2)CC1	-6	.
Cc1cccn2cc(C(=O)NCCN3CCCC3)nc12	-9	12
Cc1ccc(O)c(Nc2cc(C)nc3ncnn23)c1	2	7
Cc1[nH]nc(-c2ccc(O)c(C)c2O)c1Oc1ccc(F)cc1	8	55*
Cc1onc(-c2c(Cl)cccc2Cl)c1NC(=O)ON=Cc1ccc(N(C)C)cc1	4	.
COc1ccc(CN(CCC2(CCC(C)C)CCOC(C)(C)C2)C(C)=O)cc1 (stereo not given)	-5	33
O=C(C1CC1)N1CCc2cc(Br)cc(S(=O)(=O)NCc3ccccc3)c21	2	-4
CC1=C(C(=O)Nc2ccc(Cl)cc2)C(c2cccc(Cl)c2)n2nnnc2N1 (stereo not given)	-4	14
O=C(c1ccc(Br)o1)N1CCN=C1SCc1ccc([N+](=O)[O-])cc1	5	2
O=C(Nc1ncccc1Cl)c1cccc(F)c1	-96	2
CC(=O)c1ccc(N2C(=O)C3CCC(C)(C2=O)C3(C)C)cc1 (stereo not given)	-29	4
Cc1ccc(CNC(=O)COc2ccccc2C)cc1	-6	-9
COc1ccc(C(=O)N2CCCN(c3ncccc3-c3nc(C)no3)CC2)c(C)c1	-12	-1
CCOc1ccc2nc(NCCCO)[nH]c2c1	-3	-2
CC(C)(Oc1ccc(Cl)cc1)C(=O)N1CCC(C(N)=O)CC1	-2	-5
Cc1ccccc1C1=N/C(=C\c2ccccc2F)C(=O)O1	0	0
CCC(Oc1ccc2c(c1)C(=O)CC(C)(C)O2)C(=O)NCc1cccnc1 (stereo not given)	-12	0
CCCNC(=O)c1ccc2c(c1)ncn2C1CCN(C(=O)c2ccccc2C)CC1	-2	-2
O=C(CCC1CCCCC1)NCC1CCS(=O)(=O)C1 (stereo not given)	2	-11
CCC(CC)NC(=O)c1ccc(C)c(C)c1	-8	-3
CCc1cc2c(=O)c(-c3ccc4c(c3)OCCO4)coc2cc1OC(=O)c1ccc(OC)c(OC)c1	-8	4
Fc1ccc(-c2csc(Nc3ccccn3)n2)cc1	-5	-1
CCNc1cc(N2CCC(CCC(=O)NCc3ccc(C)cc3)CC2)ncn1	2	7
CN=C(C)C(C(=O)OC)=C(O)c1c([N+](=O)[O-])c(C)nn1C	-14	.
Cc1nccn1Cc1nc(-c2ccc(F)c(Br)c2)no1	-2	12
CCn1c(=O)c2c(ncn2Cc2cccc(C)c2)n(-c2ccc(F)cc2)c1=O	-2	3
O=C(O)c1ccc(C=Nc2ccc(N=Cc3ccc(C(=O)O)cc3)cc2)cc1	-3	4
Cc1cccnc1NC(=O)Cn1cnc2sc3c(c2c1=O)CCCC3	-2	2
Cc1c(C(=O)NCCc2ccccc2)oc2ccc(S(=O)(=O)N3CCOCC3)cc12	-9	21
CC(C)NC(=O)c1ccc(OCC2CCCN(C(=O)c3ccc(F)cc3)C2)cc1 (stereo not given)	-2	7
Cc1ccc(CNS(=O)(=O)N(C)C)cc1	-3	1
CSc1ncccc1C(=O)N1CCC(c2nc(C(=O)N3CCOCC3)c(C)o2)CC1	-4	-3
CC(=O)c1ccc(OCC(O)CNC2CCCC2)cc1 (stereo not given)	3	0
Cc1cc(C)cc(N=C2NC(=O)/C(=C/c3ccc(F)cc3)S2)c1	2	15
CCCC(=O)N1CCCC(c2ccnc(Nc3ccccc3C)n2)C1 (stereo not given)	-4	6
OCC(O)CSc1nc2ccccc2[nH]1 (stereo not given)	-8	-7

Further entries
SMILES	Pf apPOL inh	mHTT-CaM PPI inh
COc1ccc(Br)cc1/C=C1\N=C(c2c(-c3ccccc3)noc2C)OC1=O	-5	15
Cc1ccsc1C(=O)N1CCCN(c2cc(-c3ccccc3)[nH]n2)CC1	-5	47
COc1ccc(C(=O)N(C(=O)N2CCCCC2)c2ccc(Cl)cc2)c(OC)c1	-6	-10
O=S1(=O)NC(=NC(c2ccccc2)c2ccccc2)c2ccccc21	-10	3
O=C(O)c1cn(-c2cccc(C(F)(F)F)c2)c(=O)c2ccccc12	0	4
CC(C)OCCCNC(=O)c1ccc2c(c1)NC(=O)C(N1CCCC1)S2 (stereo not given)	-16	3
Cn1c(=O)c2c(nc(Cl)n2Cc2cccc(F)c2)n(C)c1=O	6	-5
CC(C)OCCCNC(=O)c1cc(Sc2ccc(F)cc2)nc2ccccc12	-10	-2
CC(C)c1cc(C2CCCN2C(=O)c2cc(-c3ccc(Br)cc3)on2)no1 (stereo not given)	-1	-1
O=C(NCC1CCCO1)c1cc(Sc2ccc(F)cc2F)nc2ccccc12 (stereo not given)	-14	-1
Cc1ccc(NC(=O)c2nc(C(C)C)oc2C)cc1F	-5	-26
CCN(CC)c1cc(N2CCN(C(=O)c3ccccc3F)CC2)c([N+](=O)[O-])cc1F	-4	42
CCNc1cc(N2CCCC(CCC(=O)Nc3cccc(OC)c3)C2)ncn1 (stereo not given)	-4	6
CC1CCCN(Cc2c(O)ccc3c(=O)c(-c4ccc5c(c4)OCCO5)coc23)C1 (stereo not given)	-8	1
COc1ccc(C(=O)N=c2sc3cc(F)ccc3n2C)cc1OC	6	3
COc1cccc(-c2cc3n(n2)CCCN(C(C)=O)C3)c1	0	0
Cc1cccc(CNC(=O)CCC2CCCN(C(=O)Nc3ccc(F)cc3)C2)c1 (stereo not given)	-4	-7
Cc1c(C(=O)N(Cc2ccccc2)C(C)C)cnn1-c1ccccc1	-28	.
CN(C)C(=O)c1cc2c(s1)CCC(C(=O)NCc1ccccc1Br)C2 (stereo not given)	3	13
N#CC(C(=O)NCCc1ccccc1)c1nc2ccccc2nc1N1CCOCC1 (stereo not given)	-8	-15
Cc1ccc(-n2ncc3c(NC4CCCCCC4)ncnc32)c(C)c1	1	16
Cc1ccccc1-c1nc(C2CCN(S(=O)(=O)c3c(C)c(C)cc(C)c3C)CC2)no1	-8	-12
CCN1C(=O)C(C)(C(=O)Nc2cccc(Cl)c2)Oc2cccnc21 (stereo not given)	-4	-9
COc1ccc(OCC(=O)Nc2ccc3oc(-c4ccccc4C)nc3c2)cc1	-7	6
Oc1ccc(Br)cc1C=Nc1nccs1	.	4
COc1cc2c(cc1NC(=O)C(Cl)Cl)oc1ccccc12	-4	-10
Cc1ccccc1N=C1NC(=O)c2cccc([N+](=O)[O-])c21	2	-7
Cc1ccc(NC(=O)C(=O)NC(C)C)cc1	3	-4
O=C(Nc1ccc(F)c(Cl)c1)N1CCC(N2CCN(Cc3ccc(F)cc3)C2=O)CC1	0	31
COc1ccc(/C=C2/C(=O)N(c3ccc(Cl)c(C(=O)O)c3)N=C2C)cc1OC	1	5
